PolyA inhibitor: inhibitors of polyadenylation in S. cerevisiae | S. cerevisiae SKY197-pL101 polyadenylation reporter, beta-gal luminescence; efflux-impaired pdr1/pdr3 knockout yeast; score 100 = 6 SD above DMSO | calls only at 12 µM | actives 0.02% (n = 300,000) | AID 1875;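 active means lowest replicate activity score at least 50, where 100 means six control SD above control mean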;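 further: yeast exposed to compound for 9 h at 30 °C; higher score means more reporter readthrough which indicates perturbed polyadenylation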
MrgX1 PAM: allosterically activates human MrgX1 receptor signaling | Q96LB2 | MrgX1-HEK293, Fluo-4 calcium flux, FDSS; stronger effect = higher value | B-score at 10 µM | actives 0.63% (n = 310,000) | AID 588675;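 active means plate-corrected calcium response at least 3 library SD above typical, normal starting fluorescence, not activating the receptor alone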;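 further: compound read alongside a low EC10 to EC30 dose of BAM8-22 agonist; peak minus trough fluorescence over baseline measured at the second addition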
Target sequence (Q96LB2 whole entry, looked up): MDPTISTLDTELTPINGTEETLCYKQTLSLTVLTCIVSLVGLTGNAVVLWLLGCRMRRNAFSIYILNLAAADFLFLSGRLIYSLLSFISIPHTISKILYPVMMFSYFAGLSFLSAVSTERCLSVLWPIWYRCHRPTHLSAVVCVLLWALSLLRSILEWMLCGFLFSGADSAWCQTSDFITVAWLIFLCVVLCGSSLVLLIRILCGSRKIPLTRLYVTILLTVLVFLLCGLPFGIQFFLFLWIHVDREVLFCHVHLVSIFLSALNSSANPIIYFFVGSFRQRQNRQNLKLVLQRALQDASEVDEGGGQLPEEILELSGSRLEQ
MrgX1 agonist: agonists of human MrgX1 receptor. MrgX1-HEK293 cells, Fluo-4 calcium fluorescence, agonist mode; stronger effect = higher value. B-score at 10 µM. actives 0.44% (n = 310,000);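 active means calcium response B-score plate-corrected fluorescence ratio at least 3 library SD, with starting fluorescence B-score inside 5 SD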
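Test system: Stable human MrgX1 HEK293 cell line | Schedule: Overnight plating before 1 h dye loading | Read-out basis: Baseline-normalised fluorescence change ratio, B-scored | Detection: Kinetic calcium dye fluorescence, Fluo-4 NW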
TRPC4 PAM: allosteric potentiators of mouse TRPC4 channel; HEK293 TRPC4beta/mu-opioid, DAMGO EC20, Fluo-4 Ca2+ flux; stronger effect = higher value; B-score at 10 µM; actives 0.42% (n = 310,000); AID 2227;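 active means B-score of calcium response area above 5 SD of library B-scores, with initial fluorescence ratio within 5 SD of library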;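 further: B-score of integrated fluorescence ratio over time as area under calcium response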
MrgX1 antag: human MrgX1 receptor antagonism, primary screen; Q96LB2; MRGX1-HEK293 calcium flux, Fluo-4, BAM8-22 antagonism; stronger effect = lower value; B-score at 10 µM; actives 1.3% (n = 310,000); AID 588676;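 active means calcium-response B-score plate-corrected more than 3 library SD below zero, starting fluorescence within 5 deviations, no agonist response on first addition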;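 further: peak minus trough fluorescence over baseline after final BAM8-22 challenge near maximal dose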
HIF act: HIF pathway transcriptional activation. U2OS HRE-luciferase reporter, luminescence; normalized: DMSO 0%, desferrioxamine 100%. activation, % at 7.5 µM (by protocol). actives 0.32% (n = 300,000). AID 1910;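 active means mean activation of at least 10% of the iron chelator positive control signal, with at least half of replicates also reaching 10%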
TRPC4 act: activators of mouse TRPC4 channel. B-score at 10 µM. HEK293 TRPC4beta/mu-opioid, Fluo4 calcium fluorescence; stronger effect = higher value. actives 0.49% (n = 310,000). Q9QUQ5;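 active means B-score above 5 SD of library B-scores, and initial fluorescence ratio not above library mean plus 5 SD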;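 further: positive B-score marks a calcium rise read as TRPC4 activation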
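Material: HEK293 stable line with TRPC4beta plus mu-opioid receptor; technique: Fluo4 calcium-sensitive dye fluorescence, kinetic, 1 Hz baseline; timing: Fluo4 dye loading 45 min at room temperature, 110 s recording; controls: assay buffer as low control, maximal DAMGO as high control; read-out: integrated baseline-normalised fluorescence ratio, converted to per-well B score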
TRPC6 activator: activates the mouse TRPC6 cation channel | B-score at 10 µM | Q61143 | HEK293-TRPC6 membrane potential dye fluorescence; stronger effect = higher value | actives 0.13% (n = 310,000);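 active means B-score of the integrated fluorescence ratio above library mean plus 3 SD, and starting fluorescence ratio within library mean plus 5 SD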;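 further: higher score means more depolarization so channel activation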
AI-2 QS modul: modulators of Vibrio harveyi AI-2 quorum sensing system. activity change, % at 7.5 µM. Vibrio harveyi JMH597 AI-2 luminescence/OD600 ratio, 9 h; stronger effect = lower value; strain lacks LuxN and CqsS sensors; 0 = neutral-control median. AID 2094. actives 0.4% (n = 300,000); in the data active means activity change below about -75%, passing the limit was not always enough;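 further: luminescence divided by OD600 gain over 9 h not by final OD600 alone; inactives centre near 13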
TRPC6 inh: mouse TRPC6 channel inhibition; HEK293-TRPC6, membrane potential dye, ACh-evoked depolarization; stronger effect = lower value; B-score at 10 µM; actives 1.1% (n = 310,000);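 active means B-score under library mean minus 3 SD, initial fluorescence not abnormally high, positive integrated signal ratio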;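 further: B-score derived from integrated fluorescence ratio over the kinetic read; more negative B-score means stronger inhibition of depolarization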
TRPC4 inh: TRPC4 (mouse) channel inhibition; B-score at 10 µM; AID 2247; Q9QUQ5; actives 0.39% (n = 300,000); HEK293 TRPC4beta/mu-opioid, DAMGO-evoked Fluo4 calcium flux; stronger effect = lower value;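 active means B-score over 3 SD under the library average, no early fluorescence shift, positive overall ratio signal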
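material = TRPC4beta/mu-opioid receptor HEK293 cell line | probe or stimulus = sequential submaximal and maximal DAMGO stimulation | compound dosing = one concentration per compound | measured by = Fluo4 Ca2+ flux fluorescence | evaluation = integrated fluorescence ratio relative to baseline, converted to per-well B score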
Numbers without * were called inactive; i = inactive; · = not tested or not shown. An excerpt; count on the stated rates, not on these rows.

mol | HIF act | TRPC6 inh | TRPC4 act | MrgX1 agonist | AI-2 QS modul | TRPC4 inh | TRPC6 activator | PolyA inhibitor | TRPC4 PAM | MrgX1 antag | MrgX1 PAM
Cc1ccnc(NC(=O)CNC(=O)c2cccs2)c1 | 1.0 | i | i | i | -29 | i | i | i | i | i | i
CC(=O)c1c(C)[nH]c(C2=NNC(=NC(C)(C)C)SC2)c1C | 0.9 | i | i | i | 17 | i | i | i | i | i | i
CCOc1ccccc1C(=O)NCC(=O)OCCOc1cccc(Cl)c1 | -0.2 | i | i | i | 13 | i | i | i | i | i | i
COc1ccc(CCN2C(=O)CC(C(N)=O)SC2=Nc2ccccc2)cc1OC (stereo unspecified) | -0.2 | i | i | i | 19 | i | i | i | i | i | i
CCOC(=O)c1[nH]c2ccccc2c1NC(=O)C(CC)CC | -0.3 | i | i | i | 33 | i | i | i | i | i | i
Cc1cc(C)c(O)c(-c2cc(C(=O)Nc3ccc(S(=O)(=O)N4CCOCC4)cc3)[nH]n2)c1 | -0.6 | i | i | i | 3 | i | i | i | i | i | i
COCCCN(C(=O)c1ccc(N2CCCC2=O)cc1)c1c(N)n(Cc2ccccc2)c(=O)[nH]c1=O | -49 | i | i | i | 29 | i | i | i | i | i | i
CC(C)N(Cc1nc(-c2ccc(Cl)cc2)no1)Cc1nccn1C | 0.3 | i | i | i | -4 | i | i | i | i | i | i
O=C(Cn1nnc(-c2ccc(S(=O)(=O)N3CCCC3)cc2)n1)NCC1CCCO1 (stereo unspecified) | -0.4 | i | i | i | 10 | i | i | i | i | i | i
O=C1c2ccccc2NC(c2ccccc2)N1NS(=O)(=O)c1ccccc1 (stereo unspecified) | -0.2 | i | i | i | 5 | i | i | i | i | i | i
Cc1ccc(-c2nnc(N3CCCCC3)c3ccccc23)cc1 | 0.9 | i | i | i | -1 | i | i | i | i | i | i
NS(=O)(=O)c1ccc(NC(=S)N2CCCC2)cc1 | -0.4 | i | i | i | 36 | i | i | i | i | i | i
c1csc(C2=Nn3c(nnc3-c3ccncc3)SC2)c1 | 2.5 | i | i | i | 24 | i | i | i | i | i | i
CC(C)(C)c1cc(CCC(=O)N2CCNCC2)c(C(C)(C)C)cc1O | -0.7 | i | i | i | 11 | i | i | i | i | i | i
O=c1c2cn[nH]c2nc(SCc2ccccc2F)n1-c1ccc(Br)cc1 | -0.1 | i | i | i | 15 | i | i | i | i | i | i

Following part:
mol | HIF act | TRPC6 inh | TRPC4 act | MrgX1 agonist | AI-2 QS modul | TRPC4 inh | TRPC6 activator | PolyA inhibitor | TRPC4 PAM | MrgX1 antag | MrgX1 PAM
CCCN1CCC(=NNC(=O)CSc2cc(C)c(Br)cc2C)CC1 | 0.3 | i | i | i | 22 | i | i | i | i | i | i
CCOC(=O)c1c(C)nc2ccc(C)cn12 | 0.1 | i | i | i | 17 | i | i | i | i | i | i
Cn1c(SCC(=O)N/N=C/c2ccccn2)nnc1-c1ccccc1 | 0.6 | i | i | i | 18 | i | i | i | i | i | i
CSc1nc(NC(C)(C)C)nc(N2CCOCC2)n1 | -41 | i | i | i | -1 | i | i | i | i | i | i
O=C(C[n+]1ccc2ccccc2c1)c1ccccc1 | 2.0 | i | i | i | 21 | i | i | i | i | i | i
O=C(NCCOc1ccccc1Cl)C(=O)NCCOc1ccccc1Cl | -0.6 | i | i | i | 19 | i | i | i | i | i | i
C/C(=N\OCC(=O)Nn1c(=O)[nH]c2ccccc2c1=O)c1ccccc1 | 0.6 | i | i | i | 12 | i | i | i | i | i | i
C=CCSc1nc(O)c(CC)c(=O)n1C(C)CC (stereo unspecified) | 0.5 | i | i | i | 20 | i | i | i | i | i | i
CCCCc1ccc(Nc2nc(N3CCOCC3)nc(N3CCOCC3)n2)cc1 | 0.2 | i | i | i | -2 | i | i | i | i | i | i
CCOC(=O)C1CCCN(Cc2ccccc2Cl)C1 (stereo unspecified) | -0.1 | i | i | i | -1 | i | i | i | i | i | i
CCCCNC(=O)OCC(CC)NC(=O)OC(C)C (stereo unspecified) | 0.3 | · | · | i | 21 | · | · | i | · | i | i
CCOC(=O)C1CCN(C(=O)c2cccc(C(=O)N3CCC(C(=O)OCC)CC3)c2)CC1 | -0.1 | i | i | i | -16 | i | i | · | i | i | i
O=C(CCC(=O)N(CC(=O)NC1CCCCC1)c1ccc(F)cc1)Nc1ccccn1 | 0.0 | i | i | i | 12 | i | i | i | i | i | i
COC(=O)Cc1csc(Nc2ccc(Cl)cc2)n1 | 2.3 | i | i | i | 16 | i | i | i | i | i | i
O=C(Nc1cccc(C(F)(F)F)c1)C1CCN(S(=O)(=O)c2ccc(N3CCCC3=O)cc2)CC1 | -1.0 | i | i | i | 15 | i | i | i | i | i | i

New compounds follow.
mol | HIF act | TRPC6 inh | TRPC4 act | MrgX1 agonist | AI-2 QS modul | TRPC4 inh | TRPC6 activator | PolyA inhibitor | TRPC4 PAM | MrgX1 antag | MrgX1 PAM
CCn1ccnc1C(O)c1cccc(OC)c1 (stereo unspecified) | -0.2 | i | i | i | 16 | i | i | i | i | i | i
COc1ccccc1NC(=O)N(Cc1cc2cc(OC)c(OC)cc2[nH]c1=O)CC1CCCO1 (stereo unspecified) | -0.4 | i | i | i | 22 | i | i | · | i | i | i
CCc1ccc2nc(N=C(N)N)nc(C)c2c1 | -1.4 | i | i | i | 5 | -8* | i | i | i | i | i
CCn1c(SCc2ccc(OC)c(F)c2)nc2ccccc2c1=O | 0.7 | i | i | i | 13 | i | i | i | i | i | i
Fc1ccc(-c2csc3ncnc(Cl)c23)cc1 | 0.0 | i | i | i | 16 | i | i | i | i | i | i
CCC(=O)NNc1ccc(Br)cc1 | 0.1 | i | i | i | 14 | i | i | i | i | i | i
Cc1cccc(NC(=O)CSCC(=O)N2CCN(Cc3ccc4c(c3)OCO4)CC2)c1 | 0.0 | i | i | i | 3 | i | i | i | i | i | i
O=C(Nc1ccc(F)cc1)Nc1ccc2c(c1)CCC2 | 3.1 | i | i | i | -11 | i | i | i | i | i | i
COc1ccc(NC(=O)CN(c2ccccc2F)S(=O)(=O)c2ccc(C)cc2)cc1 | -0.4 | i | i | i | 25 | i | i | i | i | i | i
CC(C)CNC(=O)c1cc2nc(C3CC3)cc(C(F)(F)F)n2n1 | 0.6 | i | i | i | 34 | i | i | i | i | i | i
COc1ccc(C)cc1N(C(=O)COc1cccc(F)c1)c1nc2ccccc2s1 | 0.9 | i | i | i | 7 | i | i | i | i | i | i
CC(=O)c1ccc(S(=O)(=O)NCc2ccc(C(=O)NCC(c3ccccc3)N(C)C)cc2)cc1 (stereo unspecified) | -0.3 | i | 177* | i | 26 | i | i | i | i | i | i
COCCCn1c(SCC(=O)O)nc2cc(OC)c(OC)cc2c1=N | 0.1 | i | i | i | -1 | i | i | i | i | i | i
CCCc1ccc(OCc2ccc(C(=O)O)o2)c(OC)c1 | 0.6 | i | i | i | 12 | i | i | i | i | i | i
COc1ccc(C(C)=O)cc1CSc1nc2ccccc2c(=O)n1-c1ccccc1C | 0.1 | i | i | i | 17 | i | i | i | i | i | i

The list continues.
mol | HIF act | TRPC6 inh | TRPC4 act | MrgX1 agonist | AI-2 QS modul | TRPC4 inh | TRPC6 activator | PolyA inhibitor | TRPC4 PAM | MrgX1 antag | MrgX1 PAM
C/C(=N\O)C1/C(=N/O)CC2C1C2(C)C (stereo unspecified) | -0.4 | i | i | i | 17 | · | i | i | i | i | i
Nc1ccc(O)c(-c2nc3ccccc3s2)c1 | 5.1 | i | i | i | 30 | i | i | i | i | i | i
CCN(CC)CCCNc1nc(CN2CCOCC2)nc2sc3c(c12)CCC3 | 0.5 | i | i | i | 20 | i | i | i | i | i | i
O=C(NCc1cccnc1)Nc1ccc(Br)cc1 | 0.9 | i | i | i | -5 | i | i | i | i | i | i
COc1ccccc1CCNC(=O)c1nc(-c2cccs2)no1 | 0.7 | i | i | i | 10 | i | i | i | i | i | i
COc1cccc(CNc2ccc3c(c2)ncn3C(C)C)c1OC | 3.6 | i | i | i | 30 | i | i | i | i | i | i
O=C(Nc1ccnn1C1CCN(Cc2ccc(F)cc2)CC1)C1CC1 | 0.0 | i | i | · | 16 | i | i | i | i | · | ·
CC(C)NC(=O)c1ccccc1NC(=O)Cc1ccc(Br)cc1 | -0.7 | i | i | i | 2 | i | i | i | i | i | i
O=C(NC1CCCCCCC1)C1CCCN(S(=O)(=O)c2cnc[nH]2)C1 (stereo unspecified) | · | i | i | i | 25 | i | i | i | i | i | i
CN(C)CC/C=C1\c2cc(Cl)ccc2Sc2cc(F)c(F)cc21 | -0.5 | -5.5* | i | i | -3 | i | i | i | i | i | i
CC(C)(C)NC(=O)Cn1nnc(-c2ccccc2Cl)n1 | 2.1 | i | i | i | 26 | i | i | i | i | i | i
O=C(O)COc1ccc(/C=N/NC(=O)c2cn(-c3ccccc3)nc2-c2ccccc2)cc1 | 0.5 | i | i | i | -6 | i | i | i | i | i | i
Cc1ccccc1NS(=O)(=O)c1ccc(NC(=O)c2ccco2)cc1 | -0.2 | i | i | i | 0 | i | i | i | i | i | 11*
COc1cccc(CNC(=O)CSc2ccc(-c3ccccn3)nn2)c1 | -0.4 | i | i | i | -6 | i | i | i | i | i | i
FC(F)(F)c1ccccc1NC(=S)Nn1cnnc1 | · | i | i | i | 11 | i | i | · | i | i | i

Following part:
mol | HIF act | TRPC6 inh | TRPC4 act | MrgX1 agonist | AI-2 QS modul | TRPC4 inh | TRPC6 activator | PolyA inhibitor | TRPC4 PAM | MrgX1 antag | MrgX1 PAM
CC(=O)Nc1ccc(S(=O)(=O)N(C)CC(=O)OCC(=O)NCc2ccco2)cc1 | -0.1 | i | i | i | 24 | i | i | i | i | i | i
O=C(CSc1nnc(-c2ccc(Br)cc2)o1)Nc1cccc(C(=O)O)c1 | -4.5 | i | i | i | 12 | i | i | i | i | i | i
O=C(Nc1ccccc1C(=O)N1CCNCC1)c1ccco1 | 0.5 | i | i | i | 39 | i | i | i | i | i | i
COc1ccc(OC)c(S(=O)(=O)NCC2CCCO2)c1 (stereo unspecified) | -0.4 | i | i | i | 4 | i | i | i | i | i | i
O=C(CCNc1cccc(F)c1)c1cccc([N+](=O)[O-])c1 | 0.8 | i | i | i | 24 | i | i | i | i | i | 9.1*

Screening data (PubChem BioAssay)
